High-throughput results (PubChem)
b-catenin transl = modulators of beta-catenin nuclear translocation, primary screen, imaging, HeLa cells, immunofluorescence, high-content | nuclear translocation activity, % at 5 µM | 190,000 tested, 0.3% active | AID 1665, 2009;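 active means nuclear translocation activity above 50% at 5 µM, with a well cell count of 50 or more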;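 further: per-cell ratio of nuclear to cytoplasmic median beta-catenin stain intensity; plate controls were DMSO negative control for no effect and GSK-3 inhibitor IX positive control for full effect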
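Test system: human HeLa cell line; Doses: 5 µM primary, 0.02–20 µM confirmation; Incubation: 24 h compound exposure, 37°C; Detection: beta-catenin immunofluorescence imaging with DAPI; Read-out: beta-catenin nuclear/cytoplasmic ratio, % activation.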
Ins promoter up = insulin promoter activators in MIN6 cells, imaging, high-content screening, mouse beta cells. MIN6 insulin promoter-GFP reporter; hits give high values. AID 1625, 2009. 190,000 tested, 0.3% active. z-score at 5 µM;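 active means z-score above 3 at 5 µM with at least 500 cells counted in the well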
Hep lipid drop = inhibitors of hepatocyte lipid droplet formation, primary screen, imaging, high-throughput imaging, BODIPY stain; AML12 mouse hepatocytes, oleate lipid droplets; inhibition, % at 6.5 µM; 240,000 tested, 0.4% active;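 active means lipid droplet intensity inhibited by at least 50%, with more than 500 cells counted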
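Technique: fluorescence imaging, 20x objective, two fields per well / Assay system: AML12 hepatocytes (mouse) / Measure: % inhibition of lipid droplet signal / Doses: 6.5 µM single-point dosing / Incubation: overnight exposure / Reagent: 100 µM oleic acid challenge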
West Nile virus CPE = West Nile virus antiviral activity, cell-based, CPE readout (AID 1621); West Nile virus-infected cells, CPE inhibition; higher % means a stronger effect; 290,000 tested, 0.02% active; CPE inhibition, % at 10 µM; hits with a dose series show IC50 in µM; in the data active means a potency from the dose series; further: strong numbers were not always called active
Myeloid diff MLP = induction of myeloid progenitor differentiation, primary screen, cell-based, flow cytometry, MLPCN library | ER-HoxA9 myeloid progenitors, lysozyme-GFP differentiation | calls only at 10 µM | 360,000 tested, 1% active | AID 624256, 2012;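 active means normalized GFP-positive differentiation at or above the plate's own cutoff, the solvent-only control mean plus 3 SD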;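 further: cells exposed to compound for four days before flow analysis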
T cell HTS = modulators of CD8 T cell-vesicle binding, primary screen, mouse 2C CD8+ T cells, flow cytometry. 330,000 tested, 0.068% active. calls only at 7 µM. 2C CD8+ T cell-vesicle binding; hits give low values. AID 2052, 2009;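 active means response, share of CD8 T cells binding vesicles, and their 90th percentile fluorescence all below set limits, cut at about 80% in these data, passing the limit was not always enough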
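Material: murine 2C transgenic CD8+ T lymphocytes / Also added: QL9-peptide-loaded Drosophila micro-vesicles bearing Ld, ICAM-1 and B7-1 / Schedule: binding step 1.5 h, 37 °C, antibody labelling 20 min, ice / Signal: flow cytometry, PE anti-B7-1 (FL2) versus Alexa647 anti-CD8 (FL8), PFA-fixed / Evaluation: percent CD8+ FL2 mean versus row control / Benchmarks: naked versus QL9-loaded vesicles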
Autophagy HCS = autophagy modulators in MEF cells, primary screen, imaging, high-content, MEF GFP-LC3; MEF GFP-LC3 puncta imaging; test concentration mostly 10 µM; calls only at 10 µM (by protocol); 190,000 tested, 0.98% active; AID 463193, 2010;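 active means percentage of spot-positive cells more than 3 SD above its plate mean, without a fluorescence outlier flag or 80% toxicity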;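 further: spot-positive cell cutoff set from DMSO-treated cells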
WT yeast gro inh = growth inhibition of WT strain, primary screen, mitochondrial fusion inhibitor project, WT and mutant strains, chemical genetic | AID 1362, 2008 | mitochondrial fusion phenotypic screen | inhibition, % at 10 µM | 190,000 tested, 2.1% active; in the data active means inhibition above about 58%; tested in S. cerevisiae
MT stabilize HCS = microtubule stabilizers in HeLa cells, primary screen, imaging, high-content imaging | HeLa tubulin immunostaining HCS, 24 h; share of cells brighter than vehicle mean+2SD | % tubulin-high responders, % at 10 µM | 200,000 tested, 0.83% active | AID 2205, 2009;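 active means plate Z-score above 3 for both tubulin-high and condensed-nucleus cell shares, with cell loss under 80%, at 10 µM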;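 further: anti alpha tubulin signal scored within the nucleus-defined area of each cell; some results filed as inactive read as strong as hits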
WT yeast gro inh mutant strain = second read-out of WT yeast gro inh, no call of its own (marks repeat the call); inhibition, %; mitochondrial fusion phenotypic screen, mutant strain inhibition
Ins promoter up cell count = also measured in Ins promoter up; calls as there; cell count; measured here: cytotoxicity, nuclei count;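 total cells summed across four imaged fields per well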
Hep lipid drop cells 6.5 µM = also measured in Hep lipid drop; calls as there; cell count; measured here: cell count, cytotoxicity flag;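 cells counted across two imaged fields per well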
b-catenin transl cell count 5 µM = also measured in b-catenin transl; calls as there; cell count; measured here: cell count, cytotoxicity flag
T cell HTS vesicle-bound % = further read-out of T cell HTS, marked with its call; double positive events, %; measured here: CD8+ vesicle-bound cell fraction;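 binding gate set so that unloaded-vesicle control wells show 10% double positive cells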
MT stabilize HCS Hoechst-high % = second read-out of MT stabilize HCS, no call of its own (marks repeat the call); % Hoechst-high responders; measured here: nuclear condensation Hoechst responders;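 share of cells brighter than vehicle mean plus two SD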
MT stabilize HCS cytotoxicity % = further read-out of MT stabilize HCS, marked with its call; toxicity, %; measured here: cytotoxicity by cell density;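 0% = mean cell density of plate MIN control wells and 100% = no cells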
Autophagy HCS cell loss 18 h = further read-out of Autophagy HCS, marked with its call; toxicity, %; measured here: cell loss, nuclei count;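 cell loss after 18 h compound exposure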
Myeloid diff MLP GFP+ MAC1+ % = also measured in Myeloid diff MLP; calls as there; GFP+ MAC1+ double positive, %; measured here: differentiation confirmed by MAC1 staining
Active calls of the source: *; & = joins results of further samples. An excerpt, so the mix of outcomes need not match the whole.

Screening O=c1c2ccccc2nc(CN2CCCCCC2)n1-c1ccc(F)cc1 returned b-catenin transl 0.1, Ins promoter up -0.13, Hep lipid drop -1, West Nile virus CPE 0.2%, Myeloid diff MLP inactive, T cell HTS inactive, Autophagy HCS inactive, WT yeast gro inh 13, MT stabilize HCS 2.5, WT yeast gro inh mutant strain 21, Ins promoter up cell count 1874, Hep lipid drop cells 6.5 µM 615, b-catenin transl cell count 5 µM 1066, T cell HTS vesicle-bound % 39, MT stabilize HCS Hoechst-high % 2.3, MT stabilize HCS cytotoxicity % 3.7, Autophagy HCS cell loss 18 h -1 and Myeloid diff MLP GFP+ MAC1+ % 0.5.
For O=c1[nH]c(=O)n(Cc2ccc(F)cc2)c(O)c1C=NCCCO the results were b-catenin transl -1.6, Ins promoter up 1, Hep lipid drop -6, West Nile virus CPE -0.3%, Myeloid diff MLP inactive, T cell HTS inactive, Autophagy HCS inactive, WT yeast gro inh 16, MT stabilize HCS 3.6, WT yeast gro inh mutant strain 23, Ins promoter up cell count 1962, Hep lipid drop cells 6.5 µM 660, b-catenin transl cell count 5 µM 1117, T cell HTS vesicle-bound % 13, MT stabilize HCS Hoechst-high % 2.4, MT stabilize HCS cytotoxicity % 7.3, Autophagy HCS cell loss 18 h -9 and Myeloid diff MLP GFP+ MAC1+ % 0.6.
O=C(Nc1ccc(C(F)(F)F)cc1)OC1CN2CCC1CC2 (configuration not stated) was read as b-catenin transl 0.3, Ins promoter up -0.8, Hep lipid drop 1, West Nile virus CPE 0.4%, Myeloid diff MLP inactive, T cell HTS inactive, Ins promoter up cell count 1417, Hep lipid drop cells 6.5 µM 744, b-catenin transl cell count 5 µM 1063, T cell HTS vesicle-bound % 32 and Myeloid diff MLP GFP+ MAC1+ % 0.4.
COc1ccc(CN2CCNCC2)c(OC)c1OC was read as Hep lipid drop 10, West Nile virus CPE 1.5%, Myeloid diff MLP inactive, T cell HTS inactive, Hep lipid drop cells 6.5 µM 772, T cell HTS vesicle-bound % 61&22 and Myeloid diff MLP GFP+ MAC1+ % 3.3.
`O=C(c1ccc(Cl)cc1)C12CN3CN(CN(C3)C1)C2` gave b-catenin transl -3.7, Ins promoter up 0.03, West Nile virus CPE 0.1%, Myeloid diff MLP inactive, T cell HTS inactive, Autophagy HCS inactive, WT yeast gro inh 12, MT stabilize HCS 5.2, WT yeast gro inh mutant strain 16, Ins promoter up cell count 967, b-catenin transl cell count 5 µM 1184, T cell HTS vesicle-bound % 21, MT stabilize HCS Hoechst-high % 3.5, MT stabilize HCS cytotoxicity % 8.1, Autophagy HCS cell loss 18 h -8 and Myeloid diff MLP GFP+ MAC1+ % 0.5.
Screening CN(C)c1ccc(CN2CC=C(c3ccc(F)cc3)CC2)cc1 returned b-catenin transl 2.9, Ins promoter up -0.82, West Nile virus CPE 0.2%, Myeloid diff MLP inactive, T cell HTS inactive, Autophagy HCS inactive, WT yeast gro inh 22, MT stabilize HCS 3.3, WT yeast gro inh mutant strain 16, Ins promoter up cell count 996, b-catenin transl cell count 5 µM 1108, T cell HTS vesicle-bound % 13, MT stabilize HCS Hoechst-high % 3.3, MT stabilize HCS cytotoxicity % 9.9, Autophagy HCS cell loss 18 h 2 and Myeloid diff MLP GFP+ MAC1+ % 4.7.
`Cc1ccc(C2=NCC(=O)Nc3ccc(Br)cc32)cc1` gave Hep lipid drop -6, West Nile virus CPE -1.4%, Myeloid diff MLP inactive, T cell HTS inactive, Hep lipid drop cells 6.5 µM 783, T cell HTS vesicle-bound % 54 and Myeloid diff MLP GFP+ MAC1+ % 0.5.
Screening C=CCN1C(=O)NC(=O)/C(=C/c2ccc(N(C)C)c(Br)c2)C1=O returned b-catenin transl -2.0, Ins promoter up 0.12, Hep lipid drop -5, West Nile virus CPE 0.5%, Myeloid diff MLP inactive, T cell HTS inactive, Autophagy HCS inactive, WT yeast gro inh -12, MT stabilize HCS 4.2, WT yeast gro inh mutant strain -10, Ins promoter up cell count 1566, Hep lipid drop cells 6.5 µM 696, b-catenin transl cell count 5 µM 987, T cell HTS vesicle-bound % 9, MT stabilize HCS Hoechst-high % 1.9, MT stabilize HCS cytotoxicity % 7.7, Autophagy HCS cell loss 18 h -24 and Myeloid diff MLP GFP+ MAC1+ % 0.1.
For Cc1cccc(C2=NCC(=O)N(CC(=O)NCc3ccco3)c3sc4c(c32)CCCC4)c1 the results were Ins promoter up 0.85, Hep lipid drop 12, West Nile virus CPE 1.7%, Myeloid diff MLP inactive, T cell HTS inactive, Autophagy HCS inactive, WT yeast gro inh 6, MT stabilize HCS 2.5, WT yeast gro inh mutant strain -1, Ins promoter up cell count 1289, Hep lipid drop cells 6.5 µM 719, T cell HTS vesicle-bound % 12, MT stabilize HCS Hoechst-high % 0.4, MT stabilize HCS cytotoxicity % 22, Autophagy HCS cell loss 18 h -1 and Myeloid diff MLP GFP+ MAC1+ % 1.5.
For Clc1cccc(N2CCNCC2)n1 the results were b-catenin transl -1.0, Ins promoter up -0.98, Hep lipid drop -5, West Nile virus CPE 0.2%, Myeloid diff MLP inactive, T cell HTS inactive, Autophagy HCS inactive, WT yeast gro inh -1, MT stabilize HCS 1.6, WT yeast gro inh mutant strain 3, Ins promoter up cell count 1512, Hep lipid drop cells 6.5 µM 766, b-catenin transl cell count 5 µM 1544, T cell HTS vesicle-bound % 60, MT stabilize HCS Hoechst-high % 0.7, MT stabilize HCS cytotoxicity % 6.2, Autophagy HCS cell loss 18 h -12 and Myeloid diff MLP GFP+ MAC1+ % 0.2.
`CCOP(=O)(C#CC(C)(C)C)C(O)(c1ccccc1)C(F)(F)F` (configuration not stated) gave b-catenin transl -1.6, Ins promoter up 1.2, Hep lipid drop -8, West Nile virus CPE 0.6%, Myeloid diff MLP inactive, T cell HTS inactive, Autophagy HCS inactive, WT yeast gro inh 25, MT stabilize HCS 1.8, WT yeast gro inh mutant strain 1, Ins promoter up cell count 1009, Hep lipid drop cells 6.5 µM 729, b-catenin transl cell count 5 µM 1102, T cell HTS vesicle-bound % 40, MT stabilize HCS Hoechst-high % 1.8, MT stabilize HCS cytotoxicity % 9.0, Autophagy HCS cell loss 18 h -25 and Myeloid diff MLP GFP+ MAC1+ % 0.1.
Screening Fc1ccc(C(OCCN2CCCC2)c2ccc(Br)cc2)cc1 (configuration not stated) returned b-catenin transl -1.1, Ins promoter up -1.1, Hep lipid drop -16, West Nile virus CPE -0.8%, Myeloid diff MLP inactive, T cell HTS inactive, Autophagy HCS inactive, WT yeast gro inh 21, MT stabilize HCS 2.7, WT yeast gro inh mutant strain 18, Ins promoter up cell count 1112, Hep lipid drop cells 6.5 µM 637, b-catenin transl cell count 5 µM 997, T cell HTS vesicle-bound % 41, MT stabilize HCS Hoechst-high % 1.2, MT stabilize HCS cytotoxicity % 7.6, Autophagy HCS cell loss 18 h 5 and Myeloid diff MLP GFP+ MAC1+ % 0.7.
For Cc1csc(=N)n1Cc1ccccc1 the results were b-catenin transl -1.1, Ins promoter up -0.62, Hep lipid drop -2, West Nile virus CPE -1.1%, Myeloid diff MLP inactive, T cell HTS inactive, Autophagy HCS inactive, WT yeast gro inh 6, MT stabilize HCS 3.2, WT yeast gro inh mutant strain 15, Ins promoter up cell count 1373, Hep lipid drop cells 6.5 µM 553, b-catenin transl cell count 5 µM 924, T cell HTS vesicle-bound % 37, MT stabilize HCS Hoechst-high % 1.7, MT stabilize HCS cytotoxicity % 4.4, Autophagy HCS cell loss 18 h 18 and Myeloid diff MLP GFP+ MAC1+ % 0.4.
For CCC(=O)c1ccc(OC)c(OC)c1 the results were b-catenin transl -1.6, Ins promoter up -0.19, Hep lipid drop 7, West Nile virus CPE -0.2%, Myeloid diff MLP inactive, T cell HTS inactive, Autophagy HCS inactive, WT yeast gro inh -3, MT stabilize HCS 3.5, WT yeast gro inh mutant strain -3, Ins promoter up cell count 1410, Hep lipid drop cells 6.5 µM 714, b-catenin transl cell count 5 µM 1092, T cell HTS vesicle-bound % 28, MT stabilize HCS Hoechst-high % 1.0, MT stabilize HCS cytotoxicity % 13, Autophagy HCS cell loss 18 h -5 and Myeloid diff MLP GFP+ MAC1+ % 1.2.
For CCCSP1(=S)NCCCO1 (configuration not stated) the results were b-catenin transl -5.9, Ins promoter up 1.7, West Nile virus CPE 0.1%, Myeloid diff MLP inactive, T cell HTS inactive, Autophagy HCS inactive, WT yeast gro inh 3, MT stabilize HCS 2.5, WT yeast gro inh mutant strain 19, Ins promoter up cell count 2093, b-catenin transl cell count 5 µM 967, T cell HTS vesicle-bound % 19, MT stabilize HCS Hoechst-high % 2.5, MT stabilize HCS cytotoxicity % 9.6, Autophagy HCS cell loss 18 h 6 and Myeloid diff MLP GFP+ MAC1+ % 0.7.
For O=C(O)COc1ccccc1/C=C1\C(=O)NC(=O)N(CCC2=CCCCC2)C1=O the results were b-catenin transl -0.7, Ins promoter up -0.02, Hep lipid drop 5, West Nile virus CPE 0.3%, Myeloid diff MLP inactive, T cell HTS inactive, Ins promoter up cell count 1148, Hep lipid drop cells 6.5 µM 739, b-catenin transl cell count 5 µM 1288, T cell HTS vesicle-bound % 46 and Myeloid diff MLP GFP+ MAC1+ % 0.2.
